Compound activity as filed in PubChem BioAssay.
T cell modulator – T cell immune modulators affecting CD8 T cell-vesicle binding; 2C CD8+ T cell-vesicle binding, flow cytometry; stronger effect = lower value; calls only at 7 µM; 330,000 tested, 0.068% active; AID 2052;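 active means response, share of CD8 T cells binding vesicles, and their 90th percentile fluorescence all below set limits, cut at about 80% in these data, passing the limit was not always enough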
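Incubation: binding step 1.5 h, 37 °C, antibody labelling 20 min, ice; system: murine 2C transgenic CD8+ T lymphocytes; technique: cytometric PE anti-B7-1 and Alexa647 anti-CD8 signals after 1% paraformaldehyde fixation; also added: QL9-charged Drosophila Ld/ICAM-1/B7-1 vesicles; control set: naked versus QL9-loaded vesicles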
NS5 inhibitors – Dengue-2 NS5 methyltransferase inhibitors, primary screen, biochemical, confirmation dose response (AID 588689). Dengue-2 NS5 methyltransferase capping enzyme assay, biochemical; higher % means a stronger effect. inhibition, % at 25 µM; hits with a dose series show IC50 in µM. 340,000 tested, 0.3% active; in the data active means a potency from the dose series; inconclusive means inhibition above about 29% without an active follow-up result
K1F lysis inhibition – protection from phage-mediated lysis, alamar blue read-out – E. coli UTI89, K1F phage, bacterial capsule biogenesis inhibitors (AID 488966). E. coli UTI89 K1F phage lysis, alamar blue, 2 h; higher % means a stronger effect. one-dose inhibition, % at 100 µM; IC50 in µM for titrated hits. 340,000 tested, 0.02% active;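 active means phage lysis inhibition, versus mean bacterial control, above a set limit; inconclusive means no clear call, values can overlap the other calls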;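 further: capsule biogenesis inhibitors block K1F phage lysis so surviving cells raise fluorescence; higher fluorescence means more inhibition of phage lysis; actives were called in the ten point dose series up to 300 µM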
West Nile virus CPE – West Nile virus antiviral activity, cell-based, CPE readout (AID 1621); West Nile virus-infected cells, CPE inhibition; higher % means a stronger effect; CPE inhibition, % at 10 µM; hits with a dose series show IC50 in µM; 290,000 tested, 0.02% active; in the data active means a potency from the dose series; inconclusive means CPE inhibition mostly from about 3.7% at the one dose, without a potency; inactive means the rest, 99 in 100 with CPE inhibition below about 2.2%; further: strong numbers were not always called active
Salmonella PhoP GFP – PhoP-dependent GFP reporter repression – Salmonella Typhimurium, primary screen (AID 1863); S. Typhimurium PhoP-regulated promoter GFP reporter, 4 h; higher % means a stronger effect; inhibition, % at 50 µM; hits with a dose series show IC50 in µM; 300,000 tested, 0.16% active;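 active means inhibition over 29.93%, a cutoff 3 SD above the screen mean, later confirmed by dose response; inconclusive means inhibition over 29.93% but no dose response follow-up; inactive means inhibition at most 29.93% or unconfirmed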;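 further: 0% = low Mg2+ inducing control and 100% = high Mg2+ repressing control; strong numbers were not always called active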
Large T inhibition – TAg ATPase/helicase activity blockers – biochemical (AID 1903); one-dose inhibition, % at 20 µM; IC50 in µM for titrated hits; 310,000 tested, 0.39% active; SV40 large T antigen ATPase/helicase inhibition assay; higher % means a stronger effect; in the data active means a potency from the dose series; inconclusive means inhibition mostly from about 32% at the one dose, without a potency; inactive means the rest, 99 in 100 with inhibition below about 32%; further: strong numbers were not always called active
RSV antiviral HEp-2 – inhibition of RSV-induced cytopathic effect – HEp-2 cells, primary 10 µM value included (AID 2391) | HEp-2 cells, RSV-induced CPE inhibition; higher % means a stronger effect | CPE inhibition, % at 10 µM, or IC50 in µM where a hit was titrated | 310,000 tested, 0.13% active; in the data active means a potency from the dose series; inconclusive means CPE inhibition mostly from about 23% at the one dose, without a potency; inactive means the rest, 99 in 100 with CPE inhibition below about 21%; further: strong numbers were not always called active
NTR1 ag – NTR1-driven beta-arrestin-GFP spot formation – imaging, U2OS cells, high content, primary screen (AID 493036). P30989. agonist mode. activation, % at 20 µM. 330,000 tested, 0.17% active;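 active means activation at or above 40% of the spot to cytoplasm intensity ratio, with at least 20 cells analyzed; inconclusive means wells under 20 cells, flagged as cytotoxic or low count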;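 further: 0% = DMSO without peptide and 100% = 100 nM NTR1 peptide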
Target sequence (P30989 whole entry, looked up): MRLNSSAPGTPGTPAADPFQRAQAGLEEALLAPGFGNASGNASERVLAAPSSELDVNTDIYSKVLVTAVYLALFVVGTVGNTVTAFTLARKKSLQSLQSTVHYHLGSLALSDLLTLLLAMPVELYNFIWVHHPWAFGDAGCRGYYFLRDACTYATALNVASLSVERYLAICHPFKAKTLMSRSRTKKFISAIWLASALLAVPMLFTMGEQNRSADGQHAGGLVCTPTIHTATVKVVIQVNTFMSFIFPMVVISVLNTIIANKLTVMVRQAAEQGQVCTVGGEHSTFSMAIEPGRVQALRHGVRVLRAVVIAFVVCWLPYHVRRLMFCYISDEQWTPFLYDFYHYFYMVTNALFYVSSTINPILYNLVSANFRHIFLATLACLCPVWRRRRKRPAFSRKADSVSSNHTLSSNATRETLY
Rac1 GTP hydrolysis – MgcRacGAP GTPase-activating activity inhibitors, confirmation, biochemical, ADP Hunter fluorescence; 340,000 tested, 0.6% active; inhibition, % at 30 µM; hits with a dose series show IC50 in µM; MgcRacGAP-stimulated Rac1 GTP hydrolysis, ADP Hunter fluorescence; higher % means a stronger effect; GST-tagged Rac1 F28L mutant substrate;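 active means first-screen hits whose inhibition reached a set limit at any dose in the follow-up dose series; inconclusive means inhibition above the set first-screen limit but never retested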;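 further: fluorescence reports GDP produced by GAP-driven GTP hydrolysis; strong numbers were not always called active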
T cell modulator vesicle-bound % – also measured in T cell modulator; calls as there; double positive events, %; measured here: CD8+ vesicle-bound cell fraction;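 binding gate set so that unloaded-vesicle control wells show 10% double positive cells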
NTR1 ag cell count 20 µM – recorded beside NTR1 ag, whose call it bears; cell count; measured here: cell count, cytotoxicity flag
NS5 inhibitors pilot replicate – also measured in NS5 inhibitors; calls as there; inhibition, %; measured here: pilot screen replicate inhibition
* = called active by the depositor; i = inactive; ? = inconclusive; / = not tested or not shown; & = joins results of further samples; [ ] = remark or other dose.

SMILES	T cell modulator	T cell modulator vesicle-bound %	NS5 inhibitors	K1F lysis inhibition	West Nile virus CPE	Salmonella PhoP GFP	Large T inhibition	RSV antiviral HEp-2	NTR1 ag	NTR1 ag cell count 20 µM	Rac1 GTP hydrolysis	others
O=C(CN1CCN(c2ccc(F)cc2)CC1)Nc1ccc(F)c(F)c1	i	56	-3%	0.4%	0.2%	8%	5%	3.1%	-0.2	66	0%
CC1CCc2sc(C(=O)N=Nc3c(O)[nH]c4ccccc34)cc2C1 (stereo not given)	i	38	/	/	-0.3%	17%	13%	1.1%	13	42	/
c1ccc(-c2nnnn2-c2ccccc2)cc1	i	56	1%	0.0%	-1.3%	1%	12%	0.5%	-1.1	65	-3%	NS5 inhibitors pilot replicate=2.1
COC(=O)c1ccccc1-c1ccc(/C=N/NC(N)=O)o1	i	47	-10%	0.5%	-0.3%	-8%	8%	-1.4%	0.8	32	5%
Cc1ccc(S(=O)(=O)N2CCC(C(=O)OCC(=O)N3CCc4ccccc43)CC2)cc1	i	51	1%	0.4%	-0.3%	3%	8%	5.9%	3.3	80	11%
O=[N+]([O-])c1ccc(N/N=C2\CC3CC=CC23)cc1 (stereo not given)	i	35	-62%	-1.6%	-0.7%	-1%	2%	?	-0.4	47	-42%
CC(=O)N1CCCc2ccc(NS(=O)(=O)c3ccc(C)cc3)cc21	i	37	-2%	0.9%[50 µM]	/	11%	11%	9.1%	-0.6	62	0%
COc1ccc(OCC(=O)NN2Cc3ccccc3C2=N)cc1	i	39	-4%	-0.6%	0.1%	13%	2%	-0.1%	-0.1	57	2%
CC(O)C(NS(=O)(=O)c1ccc(Cl)cc1)C(=O)OCc1cc([N+](=O)[O-])cc2c1OCOC2 (stereo not given)	i	35	-18%	-0.6%[50 µM]	0.3%	2%	4%	2.7%	2.1	41	0%
COc1ccc(S(=O)(=O)N(C)CC(=O)NCCN2CCOCC2)cc1Cl	i	19	-12%	0.1%	0.0%	4%	5%	0.3%	1.2	35	3%
CN(C)c1ccc(NC(=O)c2sc(SCC(=O)Nc3nccs3)nc2N)cc1	i	29	1%	0.2%	1.5%	11%	24%	?	4.7	73	107µM*	NS5 inhibitors pilot replicate=-8.5
O=C(N/N=C1\CCSC1)c1cc(Cl)ccc1O	i	30	-7%	3.4%	?	-6%	5%	1.9%	1.3	90	1%
COc1ccccc1C(=O)NC(=O)CSc1nnnn1C	i	42	-2%	0.7%[50 µM]	/	/	/	/	-1.6	49	3%
CC(C)c1ccc(NC(=O)CSc2nc(=O)n(CCN3CCOCC3)c3c2CCC3)cc1	i	35	-7%	0.7%[50 µM]	/	-1%	3%	3.7%	0.4	79	5%
CN(CC(=O)N1CCN(c2ccccc2)CC1)S(=O)(=O)c1cccs1	i	48	/	0.2%	-0.8%	-4%	11%	-2.5%	-0.3	38	7%
Cc1noc(NS(=O)(=O)c2ccc(NC(=O)C(C)C)cc2)c1C	i	62	-4%	0.3%	0.2%	3%	2%	1.3%	-0.9	81	-1%
CCOC(=O)c1ccc(NC(=S)Nc2ccc(C)cc2)cc1	i	57	1%	-0.5%	0.8%	7%	5%	0.7%	0.3	52	3%
CCOC(=O)C1=C(CC)Nc2ccccc2N=C1NC(=O)c1cc(C)on1	i	22	-4%	1.2%[50 µM]	/	/	/	-0.6%	-1.7	38	1%
Cc1nc(NC(=O)COC(=O)c2cccs2)c(Cl)cc1Cl	/	/	-4%	3.4%[50 µM]	/	/	/	/	2.3	66	3%
N#C/C(=C\c1ccc(C#N)cc1)C(=O)c1ccccc1	i	31	>100µM*	-2.4%[50 µM]	1.0%	-3%	30%	2.4%	/	/	5%

Brought forward from above: two entries, followed by the next part.
SMILES	T cell modulator	T cell modulator vesicle-bound %	NS5 inhibitors	K1F lysis inhibition	West Nile virus CPE	Salmonella PhoP GFP	Large T inhibition	RSV antiviral HEp-2	NTR1 ag	NTR1 ag cell count 20 µM	Rac1 GTP hydrolysis	others
Cc1nc(NC(=O)COC(=O)c2cccs2)c(Cl)cc1Cl	/	/	-4%	3.4%[50 µM]	/	/	/	/	2.3	66	3%
N#C/C(=C\c1ccc(C#N)cc1)C(=O)c1ccccc1	i	31	>100µM*	-2.4%[50 µM]	1.0%	-3%	30%	2.4%	/	/	5%
CCCn1nc(NC(=O)c2cccs2)c2cc3cc(C)ccc3nc21	i	22	-6%	1.1%	0.9%	/	7%	/	15	50	17%
CCN1CCN(CCCCOc2ccccc2F)CC1	i	55	-2%	0.4%	-0.5%	5%	6%	-1.5%	-2.1	73	70µM*
Cc1ncc(CSc2nc3ccccc3[nH]2)c(N)n1	i	16	-2%	2.3%	0.1%	0%	1%	0.5%	1.9	64	12%
C(=N\Nc1cc(N2CCCCC2)ncn1)/c1ccco1	i	52	-2%	-1.2%	-0.4%	-9%	9%	21%	-0.3	52	6%
CC(NC(=O)Nc1ccc2c(c1)OCO2)C1CCCO1 (stereo not given)	i	19	-2%	0.4%	-0.5%	-5%	2%	2.2%	8.2	94	15%	NS5 inhibitors pilot replicate=0.6
Cc1ccc(S(=O)(=O)N2CCC(=O)CC2)cc1	i	7	-5%	0.1%	0.1%	-2%	22%	-0.1%	-0.6	52	6%
CS(=O)(=O)Nc1ccc(C2=NN(C(=O)c3cccc(F)c3)C(c3cccs3)C2)cc1 (stereo not given)	i	24	-8%	0.2%	-0.8%	4%	22%	12%	0.2	52	5%
Cc1ccc(S(=O)(=O)N(C)c2ccc(C(=O)Nc3ccccn3)cc2)cc1	i	50	-1%	0.4%[50 µM]	/	-3%	17%	13%	1.9	59	4%
CCOC(=O)Cn1nc(C)n(-c2ccc(C)cc2)c1=O	i	33	1%	0.4%	-0.6%	-5%	21%	0.5%	0.1	89	8%	NS5 inhibitors pilot replicate=2.1
CCCCn1c(N)c(N(CC)C(=O)Cc2ccc(S(=O)(=O)N3CCOCC3)s2)c(=O)[nH]c1=O	i	46	5%	-0.1%[50 µM]	/	1%	10%	0.8%	0.5	63	2%
Cc1cc(F)ccc1S(=O)(=O)N1CCCOC1CNC(=O)C(=O)NC1CC1 (stereo not given)	i	4	5%	1.9%[50 µM]	-0.3%	2%	0%	0.8%	2.2	44	3%
CC(=O)N1CCC(=NNC(=O)CSc2cc(C)c(Br)cc2C)CC1	i	38	1%	2.5%	-0.6%	-3%	11%	-0.1%	-0.7	64	5%
CCOC(=O)C1=C(C)Nc2ccccc2N=C1NC(=O)/C=C/c1ccc(OC)cc1OC	i	31	2%	0.2%	-0.1%	3%	27%	3.7%	1.5	55	-7%
O=C(O)c1c[nH]c2cc(C(F)(F)F)ccc2c1=O	i	6	2%	0.3%	-0.2%	1%	-4%	2.1%	-0.5	36	11%
COc1ccc(C(=O)NC2CCN(CC(=O)Nc3c(C)cccc3C)CC2)cc1OC	i	8	/	-0.3%	-0.9%	0%	11%	1.1%	1.3	68	3%
COc1ccc(C(=O)/C(C#N)=N/Nc2ccc([N+](=O)[O-])cc2)cc1	i	3	1%	0.3%	0.4%	-7%	11%	-1.5%	5.7	39	3%
O=C(N/C(=C/c1cn(-c2ccccc2)nc1-c1ccccc1)C(=O)N1CCOCC1)c1ccc(Cl)cc1Cl	i	32	14%	-0.9%	-0.5%	-17%	9%	3.5%	2.9	61	-3%
C=C[C@@H]1c2cc(C)ccc2N(S(=O)(=O)c2ccc(C)cc2)[C@H](c2ccccc2)C1(C#N)S(=O)(=O)c1ccccc1 (stereo not given in full)	i	27	6%	-0.5%	/	/	/	/	-1.8	61	-4%
CCOc1ccccc1C(=O)Nc1nnc(C(C)C)s1	i	21	-3%	6.0%	-0.3%	-4%	5%	1.0%	1.0	62	9%
CN1C(=O)C(C)(C)c2cc(S(=O)(=O)N3CCC(C(=O)NCc4ccc(Cl)cc4)CC3)ccc21	i	2	-5%	0.4%	0.1%	9%	5%	5.3%	-0.2	73	6%
Cc1ccc(C(C(=O)NCC2CCCO2)N(C(=O)c2snc(C(N)=O)c2N)c2ccc(C)c(C)c2)o1 (stereo not given)	i	35	-2%	-0.6%	-1.0%	5%	3%	4.7%	-1.8	53	9%
Cc1cc(C)cc(NC(=O)C/C(N)=N/O)c1	i	12	-3%	4.7%	-0.4%	0%	-1%	1.6%	0.6	64	1%
CCOC(=O)c1c(C)n(C)c2ccc(OC)c(NC(=O)CN3CCC(C(=O)OCC)CC3)c12	i	21	-1%	3.5%	0.0%	-7%	10%	1.4%	2.6	32	19%
Cc1cccc(C2N(c3nccs3)C(=O)C3CCCN32)c1 (stereo not given)	i	5	-11%	0.7%	0.2%	-4%	0%	0.7%	-0.3	94	4%
O=C(Nc1ccc2nc(-c3ccccn3)c(-c3ccccn3)nc2c1)N1CCOCC1	i	55	5%	-1.2%	0.7%	3%	14%	-1.0%	-0.2	35	7%
O=C(c1cccc([N+](=O)[O-])c1)c1ccc2c(c1)OCCOCCOCCOCCO2	i	25	/	/	-0.1%	-4%	8%	0.5%	-0.4	39	/
CCn1c(CCn2c3ccccc3c3ccccc32)n[nH]c1=S	i	54	1%	0.3%	-1.3%	-4%	4%	0.1%	6.7	72	5%
O=C(c1cc2nc(-c3ccco3)cc(C(F)(F)F)n2n1)N1CCCc2ccccc21	i	36	0%	1.6%	-0.2%	-4%	12%	3.1%	3.1	35	10%
CC1CN(CC(=O)NCc2ccccc2)CC(C)O1 (stereo not given)	i	56	-11%	0.2%	0.2%	-1%	2%	0.0%	0.3	67	0%
COc1ccc(OCC(=O)Nc2ccc3c(c2)nc(CCNC(C)=O)n3C)cc1	i	40	-4%	0.2%	-0.8%	7%	3%	-0.3%	-1.2	56	6%
CC(C)=C[C@H]1C[C@H](C)[C@H]2CC[C@H](C)c3c(O[C@@H]4OC[C@@H](O)[C@H](O)C4O)c(O)c(C)c1c32 (stereo not given in full)	i	15	-2%	-1.4%	/	/	/	/	8.3	48	5%
Cc1cn(-c2cc(C(=O)Nc3ccc(C)c(NC(=O)C(=O)c4c[nH]c5ccccc45)c3)cc(C(F)(F)F)c2)cn1	i	29	-1%&-10%	0.2%	1.6%	11%	26%	-2.6%	-3.5	114	16%&1%
CCCc1cc(C(=O)NCCc2ccc(OC)c(OC)c2)no1	i	18	-1%	0.8%	-0.4%	4%	2%	1.1%	0.7	91	13%
